Source: PubChem BioAssay
DAX1 inh-1: inhibitors of DAX1 repression of SF-1 activated StAR promoter; HEK293T StAR-luciferase reporter, SF-1/DAX-1 repression relief; inhibition, % at 6.8 µM; 370,000 tested, 1.1% active; AID 652010;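 active = inhibition above the mean over all tested compounds plus 3 SD, cut at about 3.6% in these data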;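 note: 0% = DAX-1 cells with DMSO and 100% = cells lacking DAX-1 with DMSO; higher inhibition means more luminescence from relief of DAX-1 repression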
ssDAF12 agonist: activates DAF-12 receptor from parasite S. stercoralis; 370,000 tested, 1% active; AID 652126; HEK293 ssDAF-12/GRIP1 lit1-tk-luc reporter, luminescence; % of 3 µM dafachronic acid response; activation, % at 6.8 µM;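 active = activation above the mean over all tested compounds plus 3 SD, cut at about 0.9% in these data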;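 note: 0% = DMSO-only wells and 100% = 3 µM delta7-dafachronic acid wells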
DAX1 inh-2: inhibitors of human orphan nuclear receptor DAX1 (NR0B1); P51843; AID 504766; HEK293 Gal4-DAX1 luciferase reporter, luminescence; inhibition, % at 6.75 µM; 340,000 tested, 0.99% active;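 active = inhibition above the mean over all tested compounds plus 3 SD, cut at about 4.2% in these data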;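 note: 0% = DAX1-transfected cells with DMSO and 100% = empty-vector control cells with DMSO; inhibition shows as a rise in luminescence from relieved DAX1 repression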
Target sequence (P51843 207-470 limits assumed): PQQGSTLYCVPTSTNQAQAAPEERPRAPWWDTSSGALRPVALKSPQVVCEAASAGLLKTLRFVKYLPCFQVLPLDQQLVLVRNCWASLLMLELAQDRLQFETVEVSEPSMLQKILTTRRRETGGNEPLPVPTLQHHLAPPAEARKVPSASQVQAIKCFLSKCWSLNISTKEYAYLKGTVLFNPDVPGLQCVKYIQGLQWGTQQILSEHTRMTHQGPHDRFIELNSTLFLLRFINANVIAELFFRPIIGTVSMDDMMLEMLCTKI
hcDAF-12 act: H. contortus DAF-12 activation, primary screen. HEK293 hcDAF-12 lit1-tk-luc reporter, luminescence; 0% DMSO, 100% Δ7-dafachronic acid. activation, % at 6.8 µM. 370,000 tested, 1.4% active;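 active = activation above the mean of all tested compounds plus 3 SD, cut at about 5.5% in these data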;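 note: 100% = response to 3 µM Δ7-dafachronic acid high control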
NPR2 activator: GC-B (human) receptor activation | HEK293-GC-B cells, CNP EC30, cGMP TR-FRET; 0% at EC30 CNP, 100% saturating CNP | activation, % at 10 µM | 370,000 tested, 0.11% active | AID 1920062;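 active = activation at 10 µM reaching about 35% in either raw or pattern-adjusted values, limit read from the data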
hgDAF12 agonist: agonists of H. glycines DAF-12 nuclear receptor. AID 687014. 370,000 tested, 1.8% active. activation, % at 6.8 µM. HEK293 GAL4-hgDAF12 UAS-luciferase reporter, agonist luminescence; normalized to butyrate control;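 active = activation above a cutoff set at the mean of all screened compounds plus 3 SD, cut at about 10% in these data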;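 note: 0% = DMSO wells and 100% = sodium butyrate wells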
FXN GAA850 act: increases GAA850 frataxin promoter reporter activity; HEK293 lucGAA850 FXN promoter luciferase reporter, 24 h; percent of 10 µM SAHA response; activation, % at 6 µM; 360,000 tested, 0.56% active; AID 540364;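 active = activation above the average of all compounds screened plus 3 SD, cutoff fixed separately per campaign, cut at about 7.5% in these data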;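 note: 0% = DMSO wells and 100% = 10 µM SAHA wells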
SMARCA2 act: SMARCA2 function activation, primary screen; MG213 cells, MMTV-luciferase reporter, dexamethasone, overnight; 370,000 tested, 1% active; activation, % at 9.1 µM; in the data active = activation above about 7.8%;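 note: 0% = vehicle wells and 100% = reference activator wells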
proKLK7 act: activates the human kallikrein-7 zymogen; P49862; purified proKLK7, EDANS-DABCYL substrate fluorescence; 100% is mature enzyme control, 0% vehicle; activation, % at 7 µM; 370,000 tested, 0.9% active; AID 652039;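 active = activation above the mean of all tested compounds plus 3 SD, computed per campaign excluding outliers beyond control limits, cut at about 13% in these data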
Target sequence (P49862 whole entry, looked up): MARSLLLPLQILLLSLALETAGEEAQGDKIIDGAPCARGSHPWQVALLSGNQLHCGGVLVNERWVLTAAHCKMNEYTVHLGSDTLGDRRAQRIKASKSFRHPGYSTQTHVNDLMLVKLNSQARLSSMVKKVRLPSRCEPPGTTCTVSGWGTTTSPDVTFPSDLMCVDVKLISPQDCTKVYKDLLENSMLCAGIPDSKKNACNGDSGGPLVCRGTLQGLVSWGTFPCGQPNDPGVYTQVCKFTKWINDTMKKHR
HGIII-sPLA2 inh: Inhibits HGIII-sPLA2 liposome hydrolysis, primary screen; AID 743126; 370,000 tested, 0.56% active; QFRET BODIPY PC-A2 liposome hydrolysis, fluorescence; Q9NZ20; inhibition, % at 12.2 µM;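 active = inhibition above mean plus 3 SD of compounds lying within the high and low control bounds, cut at about 19% in these data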;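 note: 0% = median of test compound wells and 100% = no enzyme DMSO wells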
Target sequence (Q9NZ20 whole entry, looked up): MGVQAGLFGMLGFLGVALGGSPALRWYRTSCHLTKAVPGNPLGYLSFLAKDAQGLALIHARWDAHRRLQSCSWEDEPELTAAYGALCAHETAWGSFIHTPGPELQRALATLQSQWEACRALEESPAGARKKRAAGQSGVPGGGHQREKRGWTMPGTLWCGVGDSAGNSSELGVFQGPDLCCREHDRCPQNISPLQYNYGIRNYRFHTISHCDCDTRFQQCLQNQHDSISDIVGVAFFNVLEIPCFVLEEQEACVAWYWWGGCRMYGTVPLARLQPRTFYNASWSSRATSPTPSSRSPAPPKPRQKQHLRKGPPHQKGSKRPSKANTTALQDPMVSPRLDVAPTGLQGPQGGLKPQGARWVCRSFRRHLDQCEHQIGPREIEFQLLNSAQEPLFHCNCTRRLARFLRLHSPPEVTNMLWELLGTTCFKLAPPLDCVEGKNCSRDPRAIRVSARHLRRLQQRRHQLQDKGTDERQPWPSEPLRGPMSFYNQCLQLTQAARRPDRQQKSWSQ
GC-A act: GC-A (human) enzyme activation | 370,000 tested, 0.14% active | HEK293 GC-A cells, cGMP TR-FRET, EC30 ANP; 0% at EC30 ANP, 100% saturating ANP | P16066 | AID 1671463 | activation, % at 10 µM; in the data active = activation above about 40%
Starred values were filed as active, the others as inactive; . = no result given.

SMILES	DAX1 inh-1	ssDAF12 agonist	DAX1 inh-2	hcDAF-12 act	NPR2 activator	hgDAF12 agonist	FXN GAA850 act	SMARCA2 act	proKLK7 act	HGIII-sPLA2 inh	GC-A act
O=C(CN1c2cccc3cccc(c23)S1(=O)=O)NCCc1ccccc1	-2.0	-1.7	-0.4	-1.6	-6	-1.5	-0.9	-1	4.6	9	1
O=[N+]([O-])c1ccc2[nH]c3c(c2c1)CCCC3O (configuration not stated)	0.0	-1.1	0.0	-1.7	0	-2.5	1.2	-6	0.4	1	5
O=C(NCC1CCCO1)c1cc(-c2ccccc2)nc2ccc(Br)cc12 (configuration not stated)	0.8	-1.4	-0.6	1.6	2	-2.7	4.5	-1	-0.5	2	7
Cc1cccc(NC(=O)NC(=O)c2ccccc2)n1	0.8	-1.5	-0.5	0.9	-1	3.3	3.0	0	-0.2	1	-4
COc1ccc(NC(=S)N2CCN(S(C)(=O)=O)CC2)cc1OC	-0.1	-0.8	-0.3	-1.4	5	-1.2	1.3	2	-0.5	-3	-2
Cc1c(C(=O)N(Cc2ccc(N(C)C)cc2)CC2CCCO2)oc2ccccc12 (configuration not stated)	-4.5	-1.0	-0.3	-2.4	3	-0.7	-0.1	5	0.5	16	-3
Cc1nn(-c2ccccc2)cc1C(=S)Nc1ccccc1	0.9	-1.0	1.6	-0.9	4	14*	2.0	2	-0.2	-4	-2
COc1ccc(OC)c(N/C(C)=C/C(=O)c2ccccc2)c1	0.7	-0.6	0.5	-1.7	1	-1.1	3.6	0	0.4	10	-1
CNc1ccccc1C(C)(C)c1cc(-c2cccc(OC)c2)no1	-2.5	-1.9	.	-4.0	-4	-3.6	-2.4	-5	0.2	0	-4
Cc1cc(N2C(=O)C3C4CC(c5ccccc5)C(C4)C3C2=O)no1 (configuration not stated)	-0.4	-1.2	-0.1	-2.3	3	1.9	-0.6	-2	0.4	1	0
Cc1c(Cl)cccc1-n1c(-c2cccnc2)n[nH]c1=S	-0.6	-1.6	0.0	-1.6	-3	-0.5	3.8	0	0.1	7	0
COc1cccc(Nc2nc3ccccc3nc2-n2nc(C)cc2C)c1	-0.2	-0.7	-0.4	0.3	-5	1.0	-0.5	0	0.3	-4	-8
CCC(C)NC(=O)C(=O)NC1CCCC1 (configuration not stated)	0.1	-0.9	-1.1	0.0	2	3.9	3.3	0	-0.1	-5	0
O=C(O)COc1c(Cl)cc(/C=C2/NC(=O)NC2=O)cc1Br	1.6	-0.3	0.7	0.9	0	-3.1	-0.5	-4	-0.5	2	1
CCOc1cc(/C=C2\C(=O)ON=C2c2ccccc2)cc(Br)c1O	0.6	-0.7	2.7	1.1	7	1.5	3.0	-2	-0.6	-4	22

Brought forward from above: 2 entries, then new ones.
SMILES	DAX1 inh-1	ssDAF12 agonist	DAX1 inh-2	hcDAF-12 act	NPR2 activator	hgDAF12 agonist	FXN GAA850 act	SMARCA2 act	proKLK7 act	HGIII-sPLA2 inh	GC-A act
O=C(O)COc1c(Cl)cc(/C=C2/NC(=O)NC2=O)cc1Br	1.6	-0.3	0.7	0.9	0	-3.1	-0.5	-4	-0.5	2	1
CCOc1cc(/C=C2\C(=O)ON=C2c2ccccc2)cc(Br)c1O	0.6	-0.7	2.7	1.1	7	1.5	3.0	-2	-0.6	-4	22
O=C1/C(=C/c2cccnc2)N=C2CCCCCN12	-0.6	0.0	1.8	-2.3	-2	-1.4	0.1	-1	0.5	8	-1
Cn1c(CNC(=O)CNS(=O)(=O)c2ccccc2)cc(=O)n(C)c1=O	3.8*	-1.5	0.7	1.4	1	0.7	1.4	-2	0.5	8	2
Cc1cc(Cl)ccc1OCCCC(=O)NCc1ccncc1	-0.3	-1.1	0.4	-3.7	-2	-0.4	1.4	-2	-0.1	2	6
CCOC(=O)C1CCN(C(=S)Nc2cccc(C)c2C)CC1	-0.7	-1.6	0.1	-2.5	1	1.1	0.1	-3	-0.6	13	-2
CC(C)NS(=O)(=O)c1ccc(OCC(=O)NC(C)c2ccccc2)cc1 (configuration not stated)	0.5	-1.1	0.5	-1.3	-1	1.4	-0.3	-4	-0.2	3	-4
CCCSc1nc2c(=O)[nH][nH]c(=O)c2n1Cc1ccccc1	-0.5	-0.7	-0.9	-1.1	1	-0.8	-0.2	-7	-0.5	3	9
C=CCn1c(SCC(=O)Nc2cccc(OC)c2)nnc1-c1cccnc1	0.0	-0.4	0.9	-1.2	-3	0.3	0.1	0	-0.2	0	-4
NC(=O)c1cc(NC(=O)CCNS(=O)(=O)c2cccc(C(F)(F)F)c2)cc(C(N)=O)c1	-0.2	-1.2	0.9	-0.2	-1	0.5	-0.5	0	0.7	2	1
CCn1cc(CNC(=O)C2CCC(=O)N(C3CCCCCC3)C2)cn1 (configuration not stated)	-0.8	-1.4	1.3	2.9	2	1.1	-0.6	1	0.7	-2	3
Cc1cc2ncn(-c3nnnn3-c3ccccc3)c2cc1C	-0.8	-1.2	-0.4	-2.2	3	-0.6	-0.4	-3	0.6	-3	-7
Cc1cc(C)c(Nc2n[nH]c(=S)s2)cc1C	-2.7	-1.5	0.6	-0.4	0	0.0	0.9	1	0.1	11	3
Cc1sc2nc(SCC(=O)N3CCOCC3)[nH]c(=O)c2c1C	0.4	-1.0	0.8	0.1	-2	-1.9	1.6	-2	0.0	8	-2
Cc1ccccc1NC(=O)COc1coc(CN2CCN(Cc3ccccc3)CC2)cc1=O	-4.9	-1.8	-2.1	-2.6	0	-0.9	0.6	-2	0.2	-2	1
CCOC(=O)C1=C(CSc2nc3c(cc2C#N)CN(C)CC3)OC(N)=C(C#N)C1c1ccccc1 (configuration not stated)	-0.4	-0.8	0.5	0.6	-4	2.1	1.5	2	6.7	-22	-1
CN(C(=O)c1cccc(NC(=O)Cc2ccc(NC(=O)C3CCN(C(=O)C4CC4)CC3)cc2)c1)C1CCCC1	0.5	-1.0	-1.8	-1.1	-10	0.6	-0.5	-1	0.2	-5	0
O=C(NCC1CCCN1S(=O)(=O)c1cccs1)c1cccc([N+](=O)[O-])c1 (configuration not stated)	-1.7	-1.2	-1.5	-0.7	-3	-0.6	3.0	-1	-0.2	6	1
CCC1NC(=O)c2cc3ccccc3cc2-n2c1nc1cc(C)cc(C)c1c2=O (configuration not stated)	1.9	-0.8	-0.9	-1.8	5	4.7	1.9	-4	0.4	7	-1
COCCNC(=O)C12CC3CC(CC(Cl)(C3)C1)C2	1.0	-1.1	.	3.6	3	1.6	2.6	0	-0.4	17	5
Cn1c(=O)c2ncn(CC(=O)Nc3nc(-c4ccc(Cl)cc4)cs3)c2n(C)c1=O	-0.2	-1.1	0.7	-1.4	4	1.6	1.9	-3	0.3	-4	25
Cc1cc(=O)oc2cc(OCC(=O)OCc3nnc(-c4ccccc4)o3)ccc12	-0.5	-1.5	1.1	-1.4	-7	3.1	0.2	-4	4.5	-3	-1
O=C1[C@H](Cc2ccccc2)NCC=CC[C@@H](c2ccc(Cl)cc2)N1Cc1ccc(Cl)cc1	0.3	-0.9	0.9	-0.6	-21	-2.0	-1.5	-2	-0.1	-7	-18
COc1ccc(NC(=O)CSc2nnc3ccc(-c4ccccn4)nn23)c(OC)c1	0.5	-1.0	1.1	0.6	1	-1.6	-1.1	3	0.1	6	-2
CCOC(=O)c1nn(-c2ccc(OCC)cc2)c(C)c1C(C)=O	-0.1	-1.3	0.0	0.8	2	-1.6	2.1	-2	-0.3	-3	1
O=C1C2CC=CCC2C(=O)N1c1nc2n(n1)C(c1ccccc1)CC(c1ccccc1)N2 (configuration not stated)	0.0	-0.9	-0.5	-1.1	0	0.9	-1.3	0	1.7	-1	-4
COc1ccccc1N1CCN(C(=O)C2CCN(S(=O)(=O)c3ccc(Cl)cc3)CC2)CC1	-0.3	-0.8	0.2	-0.8	-4	-2.1	1.4	-1	0.1	-26	2
O=C(O)c1ccc([N+](=O)[O-])cc1Sc1ccsc1	0.7	-1.4	-0.6	-2.4	1	0.4	0.3	-4	0.1	2	7
Cn1nnc(NC(=O)c2cccc(OCc3ccccc3)c2)n1	0.0	0.7	-0.8	-0.7	3	2.5	3.1	3	0.2	7	-2
Cn1nc(C(=O)Nc2c(-c3ccccc3)nc3sccn23)c2ccccc2c1=O	0.6	-0.8	-0.2	0.8	1	-1.4	-0.3	-1	-0.6	5	2
Cc1nc(N2CCOCC2)[nH]c(=O)c1C(O)C(Cl)(Cl)Cl (configuration not stated)	0.2	-1.3	-0.1	-0.6	3	-1.6	2.5	-5	-0.4	1	-1
Cc1ccc2nc(SCC(=O)Nc3ccc4c(c3)OCCO4)nc(=O)n2c1	-2.4	-1.1	1.8	0.6	-1	2.1	1.7	1	-0.1	-1	1
O=C(CSc1ncn[nH]1)c1ccccc1	0.9	-1.8	1.2	-0.6	1	-1.5	1.4	1	-0.1	-9	6
Cc1cc(C)cc(NC(=S)N(CCCN2CCN(C)CC2)Cc2cccs2)c1	0.2	-1.1	-0.1	-0.8	0	-2.7	1.7	-1	-0.2	0	0
CCOC(=O)c1cnn(C(=O)c2ccccc2)c1N	-0.4	-1.8	0.1	1.4	2	4.0	1.3	-1	-0.4	1	0
COc1ccc(-n2c(=O)c3ccccc3n(CC(=O)NC3CCCCC3)c2=O)cc1OC	0.9	-1.4	-2.7	-0.1	8	0.9	1.4	-4	0.9	9	-3
COc1ccccc1CNC(=O)C1CCC(=O)N(CCCc2ccccc2)C1 (configuration not stated)	-0.1	-0.6	0.6	-1.1	2	1.6	-2.0	2	0.2	-8	3
CCOC(=O)CNC(=O)C(Cc1ccccc1)NC(=O)OCc1ccccc1 (configuration not stated)	-0.1	-1.4	0.7	-1.0	-9	-3.0	0.7	-3	-0.1	4	-1
Cc1ccc(OCC(=O)NCCNC(=O)c2cnccn2)cc1C	0.2	-1.0	0.2	0.8	2	-0.6	1.1	-4	-0.7	9	-2
Cc1ccsc1C(=O)N1CCCC(CO)(Cc2ccccc2F)C1 (configuration not stated)	-1.9	-0.9	-0.5	0.4	1	1.6	0.8	-1	0.6	-7	1
CC(=O)c1cc(C#N)c(SCc2ccccn2)nc1C	1.1	-0.3	.	3.4	-2	5.7	5.5	6	0.2	9	1
Cc1nnc(NC(=O)CCNC(=O)c2ccccc2Cl)s1	0.3	-1.2	-0.5	0.3	4	0.7	0.6	2	-0.5	2	-1
COc1ccc(NC(=O)C2CC3CCC2C3)c(OC)c1 (configuration not stated)	0.5	-2.0	.	-0.4	0	1.5	2.9	2	0.1	5	2
O=C1CCCN1c1ccc(C(=O)N(Cc2nnc(-c3ccccc3Cl)o2)C2CC2)cc1	0.8	-1.4	-0.6	-1.3	2	-1.7	3.1	-2	-0.2	1	-4

DAX1 inh-1: what is marked active above.
Molecule | DAX1 inh-1 | ssDAF12 agonist | DAX1 inh-2 | hcDAF-12 act | NPR2 activator | SMARCA2 act | proKLK7 act | HGIII-sPLA2 inh | GC-A act
Cn1c(CNC(=O)CNS(=O)(=O)c2ccccc2)cc(=O)n(C)c1=O | 3.8* | -1.5 | 0.7 | 1.4 | 1 | -2 | 0.5 | 8 | 2
